Tb PFK block – inhibitors of T. brucei phosphofructokinase; Potency, µM (doses to about 57.5 µM), for inactives: at the top dose activity, negative = inhibition, actives largely listed as inhibitors; AID 485367; T. brucei PFK, ADP-Glo luminescence; 330,000 compounds, 0.17% hits;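 note: potency is the fitted concentration of half-maximal effect; 0% = uninhibited 1x PFK enzyme wells and -100% = no-enzyme wells; nearly all actives have a fitted effect of over 60% in size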
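ADP-Glo luminescence quantified ADP after 45 min at room temperature, with 1.25 nM T. brucei PFK, 0.1 mM ATP and 0.5 mM fructose-6-phosphate in pH 8.0 TEA buffer. qHTS titrations up to 57 µM; curves classified by quality.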
VP16 counter – inhibits Gal4-VP16 luciferase reporter, ROR gamma counter-screen; Drosophila S2 Gal4-VP16 UAS-luciferase, luminescence, 20 h; Potency, µM (titrated, usually from 53.6 µM), without a hit: at the highest dose activity, negative = inhibition, actives largely listed as inhibitors; 310,000 compounds, 3.5% hits; AID 2546;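 note: Gal4-VP16 expression switched on by copper sulfate through the metallothionein promoter; potency is the fitted concentration of half-maximal effect; % is set by controls: 0 for no effect and ±100 for the full control effect; nearly all actives have a fitted effect of over 50% in size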
KCNH2 3.1 inh – KCNH2 3.1 (human) potassium channel inhibition; U2OS KCNH2 3.1, thallium flux FluxOr; stronger effect = lower value; activity change, % (tested at about 1.8 µM); AID 720553; 340,000 compounds, 0.95% hits;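 active = maximum activity change below -70%; inconclusive = maximum activity change from -70% to -50%; inactive = maximum activity change above -50%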;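 note: thallium influx rate constant from kinetic fluorescence after stimulation buffer; % is set by controls: 0 for no effect and ±100 for the full control effect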
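Thallium flux via FluxOr fluorescence (Red40 quencher, 45 min loading) in U2OS cells virally expressing the KCNH2 3.1 isoform (1.77 x 10^8 /mL virus, overnight at 37 C). Rate constants from 2-min kinetic reads post-stimulation, normalised to positive and negative controls.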
Rab9 promoter act – activators of Rab9 promoter; Potency, µM (highest dose often 9.22 µM), without a hit: at the top dose activation, negative = inhibition, hits mostly activators; AID 485297; Huh7 Rab9 promoter-luciferase reporter, luminescence, 24 h; 320,000 compounds, 2.8% hits; note: potency is the fitted concentration of half-maximal effect; % of control where 0% means no effect; nearly all actives have a fitted effect of over 60% in size
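Using Huh7 cells stably transfected with Rab9 promoter–luciferase, compounds were incubated 24 h at 37 °C, 5% CO2; luciferase luminescence was read 10 min after reagent addition.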
uPA generation – cell surface uPA generation inhibition; cell surface uPA generation assay, qHTS; 330,000 compounds, 0.31% hits; Potency, µM (highest dose often 38.3 µM), for inactives: top-dose activity change, negative = inhibition, usual class: inhibitors; active = well fitted inhibition curve with a large enough effect; inconclusive = small, poorly fitted or top-dose-only effect; inactive = no such curve, though single readings can be large or run the other way; tested in mouse RAW 264.7 cells; note: potency is the fitted concentration of half-maximal effect; % is set by controls: 0 for no effect and ±100 for the full control effect; nearly all actives have a fitted effect of over 55% in size
Giardia kill – Giardia lamblia killing. activity change, % at 7.66 µM, hits read low. Giardia lamblia trophozoite viability. 340,000 compounds, 0.15% hits; in the data active = activity change below about -80%; inconclusive = between about -30% and that limit;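 note: parasites exposed to compound for two days anaerobically before the ATP read; % is set by controls: 0 for no effect and ±100 for the full control effect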
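Luminescence from cellular ATP indicates surviving trophozoites (100 cells/well) following 48 hrs anaerobic compound treatment at 37 deg C; signal develops 15-30 min at room temperature.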
FLuc counter – firefly luciferase modulation, counter-screen for miR-21 project; P08659; Potency, µM (top dose mostly 57.5 µM), for inactives: at the top dose activity change, negative = inhibition, most hits filed as inhibitors; purified FLuc, Km substrates, luminescence inhibition; 360,000 compounds, 6.9% hits;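 note: potency is the fitted concentration of half-maximal effect; plate controls were vehicle for no effect and reference inhibitor for full effect; nearly all actives have a fitted effect of over 55% in size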
Target sequence (P08659 whole entry, looked up): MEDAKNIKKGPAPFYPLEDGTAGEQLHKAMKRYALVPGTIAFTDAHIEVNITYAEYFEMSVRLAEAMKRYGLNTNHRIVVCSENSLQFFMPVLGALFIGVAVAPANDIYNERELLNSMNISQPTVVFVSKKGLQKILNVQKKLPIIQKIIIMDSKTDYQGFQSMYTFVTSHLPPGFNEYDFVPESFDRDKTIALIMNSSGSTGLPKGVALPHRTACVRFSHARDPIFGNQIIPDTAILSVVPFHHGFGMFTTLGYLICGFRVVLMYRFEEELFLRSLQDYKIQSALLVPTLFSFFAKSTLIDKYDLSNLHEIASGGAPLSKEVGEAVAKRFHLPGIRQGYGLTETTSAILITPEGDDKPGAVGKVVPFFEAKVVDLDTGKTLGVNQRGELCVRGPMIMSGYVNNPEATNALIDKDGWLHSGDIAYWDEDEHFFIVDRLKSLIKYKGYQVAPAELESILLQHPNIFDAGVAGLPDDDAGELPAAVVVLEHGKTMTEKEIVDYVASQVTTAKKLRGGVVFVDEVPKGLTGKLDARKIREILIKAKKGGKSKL
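Biochemical qHTS of compounds, final roughly 60 µM downward over six points, against 10 nM purified firefly luciferase using Km concentrations of substrates (10 uM D-luciferin, 10 uM ATP) in Tris acetate pH 7.5 buffer; luminescence output.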
RORgamma inh – inhibitors of mouse ROR gamma transcriptional activity | P51450 | Drosophila S2 Gal4-RORgamma UAS-luciferase reporter, 20 h | Potency, µM (titrated, usually from 53.6 µM), without a hit: at the top dose activity change, negative = inhibition, hits mostly inhibitors | 310,000 compounds, 5.4% hits; note: potency is the fitted concentration of half-maximal effect; % is set by controls: 0 for no effect and ±100 for the full control effect; nearly all actives have a fitted effect of over 60% in size
Target sequence (P51450 whole entry, looked up, the tested form may be a part): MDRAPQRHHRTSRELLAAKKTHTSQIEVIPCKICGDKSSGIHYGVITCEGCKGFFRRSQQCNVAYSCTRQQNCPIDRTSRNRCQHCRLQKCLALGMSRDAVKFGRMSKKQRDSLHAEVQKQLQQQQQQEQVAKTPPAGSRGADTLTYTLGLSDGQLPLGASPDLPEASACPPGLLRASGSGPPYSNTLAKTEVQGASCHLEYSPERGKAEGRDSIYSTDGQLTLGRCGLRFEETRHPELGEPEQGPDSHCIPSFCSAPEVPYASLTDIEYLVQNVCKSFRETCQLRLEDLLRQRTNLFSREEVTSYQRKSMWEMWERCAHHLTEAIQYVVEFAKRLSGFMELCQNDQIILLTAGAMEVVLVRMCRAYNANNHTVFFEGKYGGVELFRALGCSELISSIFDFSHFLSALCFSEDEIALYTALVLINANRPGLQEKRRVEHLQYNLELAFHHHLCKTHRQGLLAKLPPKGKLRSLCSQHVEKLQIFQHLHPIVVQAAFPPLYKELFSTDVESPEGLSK
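In this cell-based reporter format, copper sulfate (700 uM final) drives Gal4–ROR gamma fusion expression from a metallothionein promoter in Drosophila Schneider cells; compounds preincubated 1 hr, reporter read after 20 hr at ambient temperature.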
ELG1 genotox – induces genotoxicity in HEK293T cells with luciferase-tagged ELG1; HEK293T ELG1-luciferase reporter, luminescence, 16 h; Potency, µM (series often up to 46 µM), inactives show top-dose activity change, positive = activation, most hits filed as activators; 330,000 compounds, 1.3% hits; note: potency is the fitted concentration of half-maximal effect; % of control where 0% means no effect; nearly all actives have a fitted effect of over 60% in size
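Genotoxicity was scored as increased ELG1-luciferase reporter signal, measured by ONE-Glo luminescence (30 min, room temperature). Compound or vehicle exposure of the HEK293T reporter cells lasted 16 hr at 37°C.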
NPC1 promoter act – activates the NPC1 promoter | Huh7 NPC1 promoter luciferase reporter, 24 h | Potency, µM (series often up to 9.22 µM), inactives show top-dose activation, actives largely listed as activators | 320,000 compounds, 2.4% hits | AID 485313;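 note: potency is the fitted concentration of half-maximal effect; % of control where 0% means no effect; nearly all actives have a fitted effect of over 60% in size; reporter is driven by a mutant NPC1 promoter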
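Cells: Huh7 expressing luciferase under the NPC1 promoter, 1500/well. Seeded 2 h, compound added, incubated 24 h at 37 °C. Luciferase reagent, 10 min ambient, then luminescence.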
FBPA coupling cs – coupling enzyme interference in Giardia aldolase counter-screen. activity change, negative = inhibition, % at 58.2 µM, hits read low. coupling enzyme system counterscreen, AmpLite Red fluorescence. 290,000 compounds, 0.67% hits. AID 2472; in the data active = activity change below about -30%; note: % is set by controls: 0 for no effect and ±100 for the full control effect
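Coupling enzymes only (glyceraldehyde-3-phosphate) + compound, at 57.5 uM final, 10 min RT; add substrate/coupling/AmpLite Red mix, 20 min RT; fluorescence ex 525/em 598 nm. Actives flag coupling-system interference.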
* marks the source's active call; other numbers are inactive results; u = inconclusive; x = no result given; [ ] = remark or other dose. Unless noted, calls come from the whole dose curve; as a rule, active = well fitted curve in the direction sought with a large enough effect; inconclusive = small, poorly fitted or top-dose-only effect, or another doubt; inactive = no such curve, though single readings can be large; an effect the other way counts as inactive or inconclusive.

| Compound | Tb PFK block | VP16 counter | KCNH2 3.1 inh | Rab9 promoter act | uPA generation | Giardia kill | FLuc counter | RORgamma inh | ELG1 genotox | NPC1 promoter act | FBPA coupling cs |
| --- | --- | --- | --- | --- | --- | --- | --- | --- | --- | --- | --- |
| CCC1CCCCN1Cc1nc2c(c(=O)n(C)c(=O)n2C)n1Cc1ccccc1 (stereo not given) | -4.0% | 0.1% | 0.9 | -4.7% | -2.7% | -10.3 | 9.9% | 29.3% | -3.9% | -1.5% | -0.2 |
| Cc1ccc(S(=O)(=O)N(C)c2ccc(OC(=O)c3cc(=O)[nH]c4ccccc34)cc2)cc1 | 0.0% | x | 6.6 | x | 9.5% | 1.3 | x | x | -0.3% | x | x |
| c1ccc(-c2cc(N3CCCCC3)c3ccccc3n2)cc1 | -1.4% | 6.5% | -21.8 | -3.6% | -2.8% | -11.9 | -15.0% | 14.1µM* | -11.9% | 0.0% | -1.7 |
| CCC(CC)C1C(C#N)=C(N)Oc2cc(C)oc(=O)c21 (stereo not given) | -2.6% | 11.7% | 7.9 | -4.4% | 1.4% | 6.2 | 0.9% | 11.6% | 0.3% | -1.4% | -3.7 |
| Cc1n[nH]c(=O)c2c(NC(=O)CSc3nc4ccccc4c(=O)n3CCCO)oc(C)c12 | -10.0% | -6.0% | -22.0 | -2.3% | -1.4% | 10.3 | 5.3% | 25.5% | 1.2% | -0.1% | x |
| O=C(Nc1cccc(-n2cccn2)c1)C1CCCN(Cc2cc3ccccc3[nH]2)C1 (stereo not given) | -1.2% | -12.7% | -24.7 | -4.8% | 2.4% | -11.2 | u | 0.0% | -5.1% | 3.0% | -0.8 |
| Cc1cc2ccccn2c1C(=O)c1nc(NCc2ccccc2)ncc1Cl | 10.2% | -7.5% | 18.3 | -4.7% | 17.5% | -21.9 | -2.1% | 14.4% | -5.4% | -5.0% | -0.7 |
| N#CC1=C(N)C(C#N)(C#N)C(c2cccnc2)C2CC(c3ccccc3)CC=C12 (stereo not given) | 1.7% | 17.8µM* | 0.9 | 2.1%[1.84 µM] | 2.2% | 0.3 | -2.2% | 11.2µM* | 3.6% | -2.4% | 2.6 |
| CN(C)CCNC(=S)Nc1ccc(F)c(F)c1F | -6.7% | 7.1% | -13.7 | -1.8% | x | 12.6 | -0.3% | 3.0% | -0.2% | -1.1% | -0.7 |
| Cc1ccc(Oc2cc(N3CCOCC3)nc(-c3ccccc3)n2)cc1 | 0.5% | -9.1% | -28.2 | -2.6% | 1.1% | -4.6 | 10.3% | 5.7% | -0.1% | -3.5% | 2.7 |
| COc1ccc(CNc2cccc(C)n2)c(O)c1 | 1.3% | 25.1% | 20.3 | 9.9% | 0.0% | 1.8 | u | 26.5% | 0.4% | -2.5% | -0.3 |
| COCCn1c(SCc2ccc(C(=O)OC)o2)nnc1-c1c[nH]c2ccccc12 | -1.6% | 11.6% | -2.7 | 5.4% | 13.5% | -14.3 | -2.8% | 7.8% | -1.3% | 1.8% | 0.1 |
| Cc1coc2c1c(C)cc1oc(=O)c(CC(=O)NCCCN3CCCC3=O)c(C)c12 | -0.4% | -7.7% | 0.3 | -7.9% | 6.4% | 3.3 | u | -32.3% | 7.7% | -0.6% | 1.3 |
| CC1CCCCC1NC(=O)c1cn(C)c2ccc(S(=O)(=O)N3CCOCC3)cc2c1=O (stereo not given) | -0.3% | 20.7% | -14.2 | -5.2% | -6.4% | -10.7 | 0.4% | 15.2% | 2.6% | -1.9% | 1.0 |
| O=C(CSc1nnc(-c2cccnc2)o1)OC1CCCCC1 | -15.9% | x | 27.4 | 2.8% | 2.7% | -2.3 | 2.9% | -10.8%[0.365 µM] | -3.7% | -3.3% | 4.2 |
| COc1ccc(S(=O)(=O)Oc2ccc3c(c2)O/C(=C\c2cccnc2)C3=O)cc1 | 4.9% | 5.8% | 4.7 | -6.2% | 8.4% | -4.4 | -0.7% | 23.4% | -10.7% | -4.0% | -1.6 |
| CCc1nn(CC(=O)NCCCN2CCN(C)CC2)c(=O)c2cc3sc(C)cc3n12 | 0.0% | -1.4% | 15.1 | -4.0% | 0.5% | 0.4 | 1.4% | -9.1% | 2.7% | 1.3% | x |
| CC(=O)c1ccc(S(=O)(=O)N(C)CCCC(=O)N(C)Cc2c(F)cccc2Cl)cc1 | 0.3% | 4.5% | -11.8 | 3.9% | -3.9% | 15.7 | 1.1% | -9.0% | -7.3% | 1.0% | 3.7 |
| S=C(NCCCN1CCOCC1)Nc1ccc(-c2nc3ccccc3[nH]2)cc1 | -13.5% | 21.6% | 10.5 | 27.3% | -15.3% | 3.8 | u | 0.0% | -1.1% | 21.2% | -0.4 |
| CC1(C)CC2CC(C)(CN2C(=S)Nc2ccccc2F)C1 (stereo not given) | 1.6% | 1.7% | 3.9 | 0.7% | -1.7% | -17.8 | 2.6% | 3.98µM* | -0.5% | 0.3% | 0.3 |
| CCCCNC(=O)CN1C(=O)NC(Cc2ccccc2)(Cc2ccccc2)C1=O | 1.4% | -1.8% | 7.1 | -2.6% | 1.3% | 15.1 | 2.9% | 1.1% | -2.7% | -0.2% | 2.0 |
| COc1ccc(Cc2nc3ccc(C(=O)N4CCN(C)C(C)C4)cc3o2)cc1OC (stereo not given) | 1.7% | u | 15.0 | -28.1% | -5.5% | u | -3.6% | 31.7% | -3.8% | -23.0% | 0.6 |
| Cc1ccc(N2C(=O)c3sc4nnc(C)c(=O)n4c3C2=O)cc1 | -7.4% | 3.9% | -9.0 | -0.3% | x | -3.0 | -17.5% | 26.0% | -0.2% | -2.4% | 0.3 |
| Cc1cccc(OP(=O)(Nc2c(C)n(C)n(-c3ccccc3)c2=O)Oc2cccc(C)c2)c1 | -3.0% | -12.7% | 22.8 | -5.0% | -2.6% | 6.4 | 6.9% | 29.0% | -0.7% | -0.9% | 4.3 |
| C=CCn1c(C)cc(C(=O)COC(=O)/C=C/c2c(C)nn(C3CCS(=O)(=O)C3)c2Cl)c1C (stereo not given) | -8.1% | x | 0.9 | -2.8% | -2.2% | -2.7 | u | x | -6.3% | 12.2% | x |
| O=C(NCCOc1nc(N2CCOCC2)nc(N2CCOCC2)n1)Nc1ccccc1 | -4.8% | -3.5% | 12.0 | -5.4% | -3.4% | 3.9 | -1.3% | -0.6% | 2.0% | -7.6% | x |
| COc1ccccc1N(C(=O)c1ccncc1)c1nc(-c2ccc([N+](=O)[O-])cc2)cs1 | 2.8% | 0.4% | -1.6 | -0.1% | 8.8% | -26.1 | -6.8% | 7.6% | -4.8% | -2.5% | -7.4 |
| Cc1nc(NC(=O)c2csc3ccccc23)sc1C | 0.8% | u | 0.8 | 1.26µM* | x | -10.1 | 0.849µM* | -27.4%[10 µM] | u | u | -4.6 |
| COC(=O)C1=C(C)Nc2[nH]c(=S)[nH]c(=O)c2C1c1ccc(O)cc1 (stereo not given) | -10.5% | 5.1% | 15.5 | 2.8% | -5.9% | 13.3 | -0.8% | 25.0% | -2.1% | -1.6% | 8.1 |
| COC(=O)c1c(NC(=O)C2COc3ccccc3O2)sc2c1CCN(Cc1ccccc1)C2 (stereo not given) | 5.1% | 2.0% | -92.1* | -0.9% | -2.2% | 3.3 | 2.0% | -39.3% | -6.3% | -2.9% | 0.4 |
| O=C(NCCCn1ccnc1)c1cc(-c2ccncc2)nc2ccccc12 | 1.7% | -0.7% | u | 1.4% | -0.3% | 2.9 | 6.3% | -29.6% | 0.1% | -17.8% | 3.7 |
| O=C(O)c1cccc(-n2cnnn2)c1 | 1.9% | 1.3% | 22.0 | -1.3% | 6.4% | 7.2 | -2.2% | 2.7% | -0.1% | -0.7% | 0.4 |
| O=C1C(Cl)=C(N2CCN(c3ccccc3[N+](=O)[O-])CC2)C(=O)c2ccccc21 | -7.2% | u | -12.5 | -16.2% | -9.9% | -12.2 | -3.6% | -93.2% | -12.2% | -11.7% | -41.3* |

One compound at a time, as listed above:
Profile of Cc1ccc(N2C(=O)c3sc4nnc(C)c(=O)n4c3C2=O)cc1 → Tb PFK block = -7.4%; VP16 counter = 3.9%; KCNH2 3.1 inh = -9.0; Rab9 promoter act = -0.3%; uPA generation = x; Giardia kill = -3.0; FLuc counter = -17.5%; RORgamma inh = 26.0%; ELG1 genotox = -0.2%; NPC1 promoter act = -2.4%; FBPA coupling cs = 0.3
Profile of CCC1CCCCN1Cc1nc2c(c(=O)n(C)c(=O)n2C)n1Cc1ccccc1 (stereo not given) → Tb PFK block = -4.0%; VP16 counter = 0.1%; KCNH2 3.1 inh = 0.9; Rab9 promoter act = -4.7%; uPA generation = -2.7%; Giardia kill = -10.3; FLuc counter = 9.9%; RORgamma inh = 29.3%; ELG1 genotox = -3.9%; NPC1 promoter act = -1.5%; FBPA coupling cs = -0.2
